Screens: PubChem BioAssay, several laboratories
KCNK3 inh: human KCNK3 channel inhibitors, primary screen, CHO cells, FluxOR thallium flux, B-score. FluxOR fluorescence; hits give low values. hit rate 0.84% among 340,000. B-score at 10 µM. AID 602410, 2012;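 active means B-score under library mean minus 4 SD, starting fluorescence ratio at most library mean plus 5 SD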;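 further: more negative B-score means stronger inhibition of thallium flux through KCNK3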
SKKanGAS inh: S. pyogenes SKKanGAS growth inhibitors in kanamycin, primary screen, streptokinase expression inhibitor project, SKKanGAS strain, BacTiter-Glo luminescence. 6 h. inhibition, % at 7.5 µM. hit rate 1.3% among 300,000. AID 1662, 2009;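 active means mean replicate score, as percent of positive control median, at least 50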;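 further: strain carries kanamycin resistance gene driven by streptokinase promoter and grows in 40 µg/ml kanamycin; loss of luminescence reflects streptokinase promoter inhibition or plain growth inhibition; 0% = median of DMSO wells and 100% = positive control at its reference dose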
KCNK9 block: KCNK9 potassium channel inhibitors, primary screen, HEK293 cells, thallium flux; Potassium channel subfamily K member 9 (Homo sapiens), Q9NPC2; FluxOR thallium flux fluorescence; hits give low values; B-score at 10 µM; hit rate 1.2% among 310,000; AID 488922, 2010;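 active means ratio B-score over 3 SD below the library mean, with starting fluorescence within 5 SD of its mean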;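 further: negative B-score means less thallium flux so channel inhibition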
Target sequence (Q9NPC2 whole entry, looked up): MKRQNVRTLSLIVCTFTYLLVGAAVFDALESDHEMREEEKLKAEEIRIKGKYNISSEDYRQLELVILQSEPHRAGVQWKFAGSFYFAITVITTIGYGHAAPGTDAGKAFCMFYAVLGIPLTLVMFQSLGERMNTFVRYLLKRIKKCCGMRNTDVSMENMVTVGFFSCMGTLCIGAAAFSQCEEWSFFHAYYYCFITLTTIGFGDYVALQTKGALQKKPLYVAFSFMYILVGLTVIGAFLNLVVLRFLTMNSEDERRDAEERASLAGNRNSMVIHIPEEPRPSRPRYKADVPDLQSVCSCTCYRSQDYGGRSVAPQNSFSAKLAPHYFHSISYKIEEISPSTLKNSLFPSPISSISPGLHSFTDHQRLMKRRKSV
KCNQ1 block: inhibitors of human KCNQ1 channel, primary screen, cell-based, thallium flux, high-throughput | Potassium voltage-gated channel subfamily KQT member 1 (Homo sapiens), P51787 | CHO-K1 KCNQ1, FluxOR thallium flux fluorescence; hits give high values | B-score at 10 µM | hit rate 1.3% among 310,000;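 active means compounds whose thallium flux B-score, printed positive for inhibition, exceeds three library SD while starting fluorescence stays within three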;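 further: channel opened by potassium depolarization with thallium stimulus after 20 min compound exposure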
KCNQ1 pot: potentiators or activators of KCNQ1 channel, primary screen, cell-based, thallium flux, high-throughput; Potassium voltage-gated channel subfamily KQT member 1 (Homo sapiens), P51787; B-score at 10 µM; hit rate 0.35% among 310,000; CHO-K1 KCNQ1, thallium flux FluxOR fluorescence; hits give high values;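 active means fluorescence ratio B-score, a plate-corrected score, at least three library SD, with initial intensity B-score within 5 SD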
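System: CHO-K1 cells stably expressing KCNQ1 / Medium: assay buffer for compound exposure, DMSO matched across wells / Reagent: thallium- and potassium-containing depolarizing buffer / Compound: one concentration, matched DMSO / Incubation: 20 min compound pretreatment at room temperature / Measured by: kinetic FluxOR fluorescence, 10 s baseline plus 110 s post-stimulus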
TMEM16A inh: TMEM16A chloride channel inhibitors, primary screen, cell-based, HTS | Anoctamin-1 (Mus musculus), Q8BHY3 | HEK293 TMEM16A/YFP iodide influx fluorescence, ionomycin | normalized B-score (activity score, 25-100; higher = stronger inhibition) at 10 µM | hit rate 1.2% among 310,000;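 active means ratio plate-corrected score three or more library SD toward inhibition, starting fluorescence score within five deviations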;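 further: score derived from kinetic fluorescence span divided by baseline fluorescence per well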
HDAC3 inh: HDAC3 deacetylase inhibitors, primary screen, biochemical, fluorescence, cell-free homogeneous; Histone deacetylase 3 (Homo sapiens), O15379; hit rate 0.15% among 320,000; inhibition, % at 8.3 µM; recombinant HDAC3, fluorogenic peptide/trypsin coupled; AID 2718, 2010; in the data active means inhibition above about 26%, passing the limit was not always enough
Target sequence (O15379 whole entry, looked up): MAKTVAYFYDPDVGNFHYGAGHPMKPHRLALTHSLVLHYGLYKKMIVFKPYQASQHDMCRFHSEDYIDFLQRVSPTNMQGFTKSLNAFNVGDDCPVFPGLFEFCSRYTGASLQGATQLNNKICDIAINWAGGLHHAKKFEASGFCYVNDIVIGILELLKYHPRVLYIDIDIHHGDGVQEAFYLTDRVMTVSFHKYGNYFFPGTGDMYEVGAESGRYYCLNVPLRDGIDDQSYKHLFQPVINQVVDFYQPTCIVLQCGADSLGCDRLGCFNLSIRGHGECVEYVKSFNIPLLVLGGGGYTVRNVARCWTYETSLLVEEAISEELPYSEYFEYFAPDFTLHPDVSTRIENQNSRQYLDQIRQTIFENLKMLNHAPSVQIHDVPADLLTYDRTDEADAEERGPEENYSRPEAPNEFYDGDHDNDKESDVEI
hERG protect: hERG rescue from dofetilide block, primary screen, cell-based, CHO-hERG, FluxOR thallium flux, dofetilide IC70 | Voltage-gated inwardly rectifying potassium channel KCNH2 (Homo sapiens), Q12809 | dofetilide IC70 present | activation (rescue from dofetilide block), less the hit threshold, % at 10 µM | hit rate 0.51% among 310,000 | AID 1511, 2009;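 active means activation above the mean of controls blocked by dofetilide plus 5 SD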;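 further: thallium influx through hERG after potassium depolarization seen as dye fluorescence rise; in these data hits start at about 4.7%; inactives centre near -7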
RGS4 block: RGS4 inhibitors, primary screen, cell-based, HEK293 M3R inducible RGS4, calcium flux | Fluo-4 calcium flux; hits give high values; triggered by carbachol at its EC20 | B-score at 10 µM | hit rate 0.45% among 310,000 | Regulator of G-protein signaling 4 (Homo sapiens), P49798;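 active means B-score, a plate-corrected calcium signal, over three deviations above library mean, with baseline fluorescence within five deviations of library mean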;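 further: RGS4 expression induced by doxycycline in cells with stable M3 receptor; B-score is computed from the integrated fluorescence ratio over baseline after carbachol; higher B-score means a larger calcium signal and so more RGS4 inhibition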
Target sequence (P49798 whole entry, looked up): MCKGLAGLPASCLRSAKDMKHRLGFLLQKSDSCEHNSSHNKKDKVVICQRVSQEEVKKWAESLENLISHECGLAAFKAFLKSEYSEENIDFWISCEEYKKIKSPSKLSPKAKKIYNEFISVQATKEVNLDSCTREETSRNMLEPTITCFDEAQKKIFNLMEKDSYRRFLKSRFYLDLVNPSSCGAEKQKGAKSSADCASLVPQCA
ANO1 activ: TMEM16A chloride channel activators or potentiators, primary screen, cell-based, HTS; HEK293 TMEM16A/YFP-H148Q/I152L, iodide quench fluorescence; hits give low values; AID 623877, 2012; B-score at 10 µM; hit rate 0.3% among 340,000; Anoctamin-1 (Mus musculus), Q8BHY3;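 active means fluorescence-ratio B-score plate-corrected deviation score at least 3 library SD below zero, with starting fluorescence score within 5 deviations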;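 further: channel opened by trigger with iodide after compound preincubation; score built on the fluorescence ratio of max minus min over baseline; more negative score means more quench and so TMEM16A activation or potentiation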
RGS4 act: RGS4 potentiators or activators, primary screen, cell-based, HEK293 M3R inducible RGS4, calcium flux. carbachol calcium flux Fluo4; hits give low values. B-score at 10 µM. hit rate 0.92% among 310,000;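 active means B-score of the integrated calcium signal more than 4 SD below the library mean, with starting fluorescence not abnormally high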;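 further: negative B-score means reduced calcium response which marks RGS4 activation or potentiation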
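System – HEK293 FlpIn-TREx cells, stable M3R, doxycycline-inducible RGS4 · Reagent – ECmax carbachol challenge · Times – compound preincubation 20 min at room temperature before agonist · Technique – Fluo4 fluorescence kinetic imaging of calcium · Measure – B score of integrated Fluo4 ratio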
* = called active by the depositor; i = inactive; x = no result given.

Below each compound: KCNK3 inh	SKKanGAS inh	KCNK9 block	KCNQ1 block	KCNQ1 pot	TMEM16A inh	HDAC3 inh	hERG protect	RGS4 block	ANO1 activ	RGS4 act
- CCOc1ccc(C(=O)Nc2cccc3nsnc23)cc1[N+](=O)[O-]
 : i	1	i	i	i	i	-1	-12	i	i	i
- CCCc1nc(SCC(=O)O)c2sc(=S)n(-c3ccccc3)c2n1
 : i	-7	i	i	i	i	2	-2	i	i	i
- Cc1ccc2c(=O)cc(C(=O)NCCc3ccc(S(N)(=O)=O)cc3)oc2c1C
 : i	7	i	i	i	i	3	-7	i	i	i
- CC1Cc2ccccc2N1S(=O)(=O)c1c(N)n(C)c(=O)n(C)c1=O (stereo not drawn)
 : i	-3	i	i	i	i	2	-5	i	i	i
- Cc1ccc(C(=O)NCCCNc2ccc(C(F)(F)F)cc2[N+](=O)[O-])cc1
 : i	6	i	i	i	i	1	-5	i	i	i
- COc1ccc(/C=N/N=C2/NC(=O)C(CC(=O)O)S2)cc1OS(=O)(=O)c1ccccc1 (stereo not drawn)
 : i	1	i	i	i	i	3	-4	i	i	i
- CCOC(=O)N1CCN(C(=O)CCS(=O)(=O)c2ccc(Br)s2)CC1
 : i	5	i	i	i	i	2	-9	i	i	i
- O=C(N/N=C/c1cccs1)c1cccc(NC(=O)c2ccc(Cl)cc2)c1
 : x	4	i	i	i	i	-4	-7	i	x	i
- CCN(CC)S(=O)(=O)c1ccc2oc(Nc3ccccc3)nc2c1
 : i	-6	i	i	i	i	6	-3	i	i	i
- O=C(O)/C=C/c1ccc(S(=O)(=O)Nc2ccccc2C(=O)Nc2ccc(F)cc2)cc1
 : i	12	i	i	i	i	7	-13	i	i	i
- CC1CCN(C(=O)CSc2nc3c(c(=O)n2C)SC(C)C3)CC1 (stereo not drawn)
 : i	1	i	i	i	i	7	-3	i	i	i
- O=C(NCc1ccco1)c1ccc(Cl)c(S(=O)(=O)N2CCOCC2)c1
 : i	5	i	i	i	i	2	-7	i	i	i
- Cc1ccc2nc(/C(C#N)=C\c3ccc(N4CCOCC4)o3)[nH]c2c1
 : i	9	i	6*	i	i	9	-8	i	i	i
- CCCCOc1cc(=O)[nH]c(=O)[nH]1
 : i	11	i	i	i	i	-1	4.7*	i	i	i
- CC(C)(C)NC(=O)C(c1ccc(O)cc1)N(C(=O)CCC(=O)Nc1ccccn1)c1ccc(F)cc1 (stereo not drawn)
 : i	-5	i	i	i	i	-1	-3	i	i	i
- CN(C)CCCNC(=O)C(=O)NCC1CCCO1 (stereo not drawn)
 : i	-9	i	i	i	i	-20	0	i	i	i
- CCc1nonc1NC(=O)c1oc2cc(C)c(C)cc2c1C
 : i	-6	i	i	i	i	-5	-8	i	i	i
- COc1ccc(N2C(=O)C(F)(F)C2c2ccccc2F)cc1 (stereo not drawn)
 : i	9	i	i	i	x	x	-10	i	i	i
- Cc1cc(NC(=O)c2ccc(Cn3cc([N+](=O)[O-])cn3)o2)no1
 : i	x	i	i	i	i	-1	-8	i	i	i
- O=S(=O)(N1CCOCC1)N1CCOCC1
 : i	3	i	i	i	i	-10	-5	i	i	i
- Fc1ccc(Oc2cnns2)cc1
 : i	-4	i	i	i	i	2	-7	i	i	i
- COc1ccc(N(CC(=O)Nc2cc(C)on2)S(=O)(=O)c2ccc(Cl)cc2)cc1
 : i	0	i	i	i	i	9	-10	i	i	i
- CCOC(=O)c1ccc(NC(=O)CSc2nnc(NC(=O)c3ccc(S(=O)(=O)N4CCOCC4)cc3)s2)cc1
 : i	24	i	i	i	i	x	-3	i	i	i
- Cc1cc(=O)[nH]c(SCC(=O)Nc2ccccc2C#N)c1C#N
 : i	7	i	i	i	i	5	2	i	i	i
- CC1(C)CC(=O)c2sc(N3CCCCC3)nc2C1
 : i	1	i	i	i	i	4	-4	i	i	i
- Nc1nc(CN2CCN(Cc3ccccc3)CC2)nc(N2CCCc3ccccc32)n1
 : i	6	i	i	i	i	0	-12	i	i	i
- COc1cc(/C=N/NC(=O)c2ccncc2)ccc1OC(=O)c1cccc(F)c1
 : i	-10	i	i	i	i	0	-6	i	i	i
- CC(C)(C)n1ncc2c(=O)n(CC(=O)NCc3ccccc3Cl)cnc21
 : i	-9	i	i	i	i	-1	-7	i	-22*	i
- CC(C)c1ccc2[nH]c(O)c(N=NC(=O)c3cccc(S(=O)(=O)Nc4cccc(Cl)c4)c3)c2c1
 : i	5	i	i	i	i	2	-10	i	i	i
- Clc1ccccc1CSc1nnc(Cn2cnc3ccccc32)n1-c1ccccc1
 : i	-5	i	i	i	i	-1	-9	i	i	i

Retrieved by compound from above (three):
Below each compound: KCNK3 inh	SKKanGAS inh	KCNK9 block	KCNQ1 block	KCNQ1 pot	TMEM16A inh	HDAC3 inh	hERG protect	RGS4 block	ANO1 activ	RGS4 act
- CC1(C)CC(=O)c2sc(N3CCCCC3)nc2C1
 : i	1	i	i	i	i	4	-4	i	i	i
- CCOC(=O)c1ccc(NC(=O)CSc2nnc(NC(=O)c3ccc(S(=O)(=O)N4CCOCC4)cc3)s2)cc1
 : i	24	i	i	i	i	x	-3	i	i	i
- Cc1cc(=O)[nH]c(SCC(=O)Nc2ccccc2C#N)c1C#N
 : i	7	i	i	i	i	5	2	i	i	i

More records
Below each compound: KCNK3 inh	SKKanGAS inh	KCNK9 block	KCNQ1 block	KCNQ1 pot	TMEM16A inh	HDAC3 inh	hERG protect	RGS4 block	ANO1 activ	RGS4 act
- CCOC(=O)C1(O)CC(C)=NN1C(=O)c1cccc(Br)c1 (stereo not drawn)
 : i	8	i	i	i	i	-21	-4	i	i	i
- COc1ccccc1CN1C(=O)C(=O)N(Cc2cccc(C)c2)C1=O
 : i	7	i	i	i	i	4	-6	i	i	i
- CC(=O)Oc1ccc(C2OC(=O)c3ccccc3N2C(C)=O)cc1 (stereo not drawn)
 : i	9	i	i	i	i	1	-12	i	i	i
- Fc1ccc(-c2csc3ncnc(Nc4ccc(N5CCOCC5)cc4)c23)cc1
 : i	2	i	i	i	i	2	-12	i	i	i
- O=C(NC1CCCC1)C(c1ccsc1)N(C(=O)Cc1cccs1)c1cccc(F)c1 (stereo not drawn)
 : i	-7	i	i	i	i	-2	-9	i	i	i
- Cc1cccc(-n2nc([N+](=O)[O-])c(N3CCN(C(=O)c4ccco4)CC3)[n+]2[O-])c1
 : i	-2	i	i	i	i	5	-10	i	i	i
- Cc1nnsc1-c1nnc(SCC(=O)c2ccccc2)n1C1CC1
 : i	-2	i	i	i	i	-2	-7	i	i	i
- CCc1nn2c(N3CCOCC3)cc(C)nc2c1-c1ccccc1
 : i	6	i	i	i	i	3	-1	i	i	i
- CC1CC(C)CN(C(=O)CCc2ccccc2)C1 (stereo not drawn)
 : i	-1	i	i	i	i	9	-6	i	i	i
- CC(=O)/C(=N/Nc1ccccc1)Sc1nnc(C(O)c2ccccc2)n1-c1ccccc1 (stereo not drawn)
 : i	0	i	i	i	i	4	-6	i	i	i
- CCCCCc1cc(=O)oc2c(C(CCN(CC)CC)c3ccc(OC)cc3)c(OC)cc(OC)c12 (stereo not drawn)
 : i	10	i	i	i	i	5	-27	i	i	i
- Cc1cc(=O)n2c3ccccc3n(CC(O)CN3CCCCC3)c2c1C#N (stereo not drawn)
 : i	5	i	i	i	i	-6	-5	i	i	i
- C=CCNC(=S)NNC(=O)c1cc(C)nc2ccccc12
 : i	0	i	i	i	i	3	-5	i	i	i
- CC1CCN(C(=O)c2cc(-c3ccccc3O)on2)CC1
 : i	-9	i	i	i	i	3	-13	i	i	i
- c1ccc(CSc2ccc(-c3cccs3)nn2)cc1
 : i	-14	i	i	i	i	2	-7	i	i	i
- Cc1ccc(Sc2ccc(/C=C3/C(=O)NN(c4ccccc4)C3=O)o2)cc1
 : i	-6	i	i	i	i	x	-5	i	i	i
- O=C(NCCc1ccc(Cl)cc1)c1cc2ccccn2n1
 : i	-3	i	i	i	i	-1	-10	i	i	i
- CCCCn1c(SCC(=O)NCc2ccco2)nc2c(sc3ccccc32)c1=O
 : i	7	i	i	i	i	-3	-7	i	i	i
- CCOC(=O)c1[nH]c2ccc(C)cc2c1NC(=O)CN1CCCCC1
 : i	3	i	i	i	i	-2	-4	i	i	i
- COc1cc(SC)ccc1C(=O)Nc1ncc(Cl)cc1Cl
 : i	-13	i	i	i	i	-3	-7	i	i	i
- COc1cccc(OC)c1OCC(C)CNCC1CCCO1 (stereo not drawn)
 : i	5	i	i	i	i	2	-5	i	i	i
- Cn1[nH]c(C(F)(F)F)cc1=O
 : i	-6	i	i	i	i	7	-4	i	i	i
- Cc1nc2ccc(C(=O)c3ccccc3)cc2[nH]1
 : i	-5	i	i	i	i	2	-11	i	i	i
- O=C(OC1CCOC1=O)C1CCN(S(=O)(=O)c2c(Cl)cccc2Cl)CC1 (stereo not drawn)
 : i	45	i	i	i	i	7	-9	i	i	i
- CC(=O)c1ccc(N2CCC(C)CC2)c(F)c1
 : i	-1	i	i	i	i	-2	-13	i	i	i
- COc1cc(OC)c(C(=O)N2CCCC2)cc1OC
 : i	1	i	i	i	i	-8	-7	i	i	i
- COc1ccc(CNC(=O)[C@H](Cc2ccccc2)NC(=O)C2CCN(C(=O)[C@H](C)N)CC2)cc1
 : i	0	i	i	i	i	-3	-6	i	i	i
- C=CCN=C(NC#N)SCc1ccccc1
 : i	2	i	i	i	i	-9	-3	i	i	i
- CCN1C(=O)CC(c2ccco2)Sc2ccccc21 (stereo not drawn)
 : i	3	i	i	i	i	-2	-11	i	i	i
